CendR NRP1 mod = NRP-1/CendR interaction modulation | FAM-RPARPAR peptide binding to NRP-1, fluorescence polarization | AID 602438 | inhibition, % at 25 µM | actives 0.85% (n = 360,000) | O14786;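 active = inhibition or corrected inhibition above about 18%, plus a signal ratio from 0.5 to 1.5, limit read from the data, passing the limit was not always enough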; note: strong numbers were not always called active
MsrA inhibitor = inhibits bovine methionine sulfoxide reductase A; purified bovine MsrA, absorbance read-out; inhibition, % at 15.5 µM; actives 0.75% (n = 360,000); in the data active = inhibition above about 4.5%;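 note: 0% = vehicle wells with enzyme and 100% = reference inhibitor wells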
DNMT1 inh = inhibitors of human DNMT1; inhibition (reported as % activation of signal), % at 10 µM; AID 588458; actives 0.83% (n = 360,000); DNMT1 molecular beacon, Hinp1I cleavage, fluorescence; P26358; in the data active = inhibition above about 50%
Scp1 inh = Scp-1 (human) phosphatase inhibition | actives 0.88% (n = 340,000) | inhibition, % at 20 µM | Recombinant Scp1, phosphopeptide, malachite green phosphate absorbance;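 active = inhibition above about 50% at 20 µM, limit read from the data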;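 note: plate controls were DMSO wells with enzyme for no effect and wells lacking enzyme for full effect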
Target sequence (Q9GZU7 76-261 limits assumed): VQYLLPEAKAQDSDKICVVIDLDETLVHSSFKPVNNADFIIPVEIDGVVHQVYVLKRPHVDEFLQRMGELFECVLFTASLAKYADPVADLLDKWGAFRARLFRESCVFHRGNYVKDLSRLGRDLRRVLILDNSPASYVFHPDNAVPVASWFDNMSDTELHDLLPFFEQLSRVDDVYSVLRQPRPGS
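System: truncated SCP-1 phosphatase (76-261aa); medium: Tris acetate buffer pH 5.5 with MgCl2 and Tween-20; incubation: 45 min room-temperature reaction, 5 min colour, 30 min stabiliser; compound: single 20 µM dose, 1% DMSO; reagent: Phosphorylated 17-residue peptide substrate; read-out: % inhibition at 20 µM; technique: colorimetric free-phosphate detection, absorbance 630 nm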
E coli Lon inh = inhibitors of E. coli Lon protease. AID 602123. actives 0.42% (n = 360,000). purified E. coli Lon protease, fluorescence polarization. inhibition, % at 7.94 µM. P0A9M0; in the data active = inhibition above about 13%, passing the limit was not always enough;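 note: 0% = enzyme with probe and DMSO and 100% = no enzyme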
Target sequence (P0A9M0 whole entry, looked up): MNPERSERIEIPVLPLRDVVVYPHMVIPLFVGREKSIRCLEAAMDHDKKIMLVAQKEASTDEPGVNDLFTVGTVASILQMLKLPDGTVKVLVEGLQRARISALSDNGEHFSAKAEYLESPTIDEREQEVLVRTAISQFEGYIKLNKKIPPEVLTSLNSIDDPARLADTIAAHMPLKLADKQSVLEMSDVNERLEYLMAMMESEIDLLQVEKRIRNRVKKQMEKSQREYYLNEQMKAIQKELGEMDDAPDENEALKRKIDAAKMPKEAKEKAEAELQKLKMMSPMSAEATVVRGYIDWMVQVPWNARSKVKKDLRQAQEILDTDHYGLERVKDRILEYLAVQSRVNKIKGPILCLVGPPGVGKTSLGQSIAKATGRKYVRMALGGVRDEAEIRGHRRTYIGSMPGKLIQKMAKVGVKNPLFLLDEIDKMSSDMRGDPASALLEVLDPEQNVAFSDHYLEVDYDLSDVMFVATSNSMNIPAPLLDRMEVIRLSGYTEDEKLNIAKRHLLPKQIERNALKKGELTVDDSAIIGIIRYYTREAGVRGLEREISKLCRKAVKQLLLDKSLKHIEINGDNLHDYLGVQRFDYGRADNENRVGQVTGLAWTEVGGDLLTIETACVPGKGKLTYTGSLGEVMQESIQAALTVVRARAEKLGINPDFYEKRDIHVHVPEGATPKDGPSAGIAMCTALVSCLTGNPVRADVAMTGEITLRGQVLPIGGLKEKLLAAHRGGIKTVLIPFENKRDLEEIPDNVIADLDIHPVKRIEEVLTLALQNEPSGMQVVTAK
STEP block = inhibitors of human striatal-enriched phosphatase STEP; inhibition, % at 20 µM; AID 588621; actives 0.25% (n = 360,000); recombinant STEP, OMFP fluorogenic substrate, fluorescence;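 active = inhibition at 20 µM, scaled per plate between control wells, above about 37%, limit read from the data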;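 note: 0% = DMSO with enzyme and substrate and 100% = substrate only without enzyme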
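Also added – OMFP at 25 µM · Test system – STEP tyrosine phosphatase · Technique – FITC-channel fluorescence of OMFP product · Schedule – 20 min at room temperature, dark · Evaluation – control-normalized % inhibition with plate pattern correction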
SUMO1-SIM PPI = modulators of human SUMO1-mediated protein-protein interactions | actives 0.33% (n = 360,000) | inhibition, % at 20 µM | P63165 | SUMO1 binding to a labelled peptide, TR-FRET, 1 h | AID 602429; in the data active = inhibition above about 37%
Target sequence (P63165 whole entry, looked up): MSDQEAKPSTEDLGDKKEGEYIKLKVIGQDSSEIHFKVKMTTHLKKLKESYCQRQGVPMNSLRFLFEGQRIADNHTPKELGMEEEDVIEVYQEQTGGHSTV
LMPTP block = LMPTP (human) inhibition | inhibition, % at 20 µM | AID 651560 | actives 0.22% (n = 360,000) | P24666 | recombinant LMPTP-A, OMFP fluorogenic substrate, fluorescence intensity;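 active = compounds that cut the enzyme signal by at least half of the control window in the single-dose screen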;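 note: plate controls were DMSO wells with enzyme plus substrate for no effect and substrate without enzyme for full effect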
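Buffer or medium: Bis-Tris pH 6.0, DTT, detergent; Assay system: LMPTP-A enzyme; Quantity: 0.625 nM enzyme; Detection: endpoint fluorescence intensity; Times: 50 min dark incubation at room temperature; Controls: substrate-only low control, DMSO enzyme-plus-substrate high control; Doses: single 20 µM dose; Read-out: percent inhibition versus substrate-only and uninhibited controls; Reagent: 400 µM OMFP.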
TbMetRS inhib = blocks T. brucei methionyl-tRNA synthetase activity. purified T. brucei MetRS, ATP depletion, Kinase-Glo luminescence. inhibition, % at 11.9 µM. actives 0.4% (n = 360,000). AID 624268;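 active = inhibition above a per-plate cutoff of the control wells' mean inhibition plus 3 SD, cut at about 5.5% in these data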;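 note: 0% = DMSO wells median and 100% = median of wells with control inhibitor compound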
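Dosing: 11.9 µM single point; system: parasite MetRS enzyme; technique: luminescence of leftover ATP; times: 15 min enzyme-compound preincubation, 2 h reaction, 10 min detection, 25 °C; replicates: each compound tested once; read-out basis: percent inhibition relative to median high and low control wells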
bovine MsrA act = activates bovine MsrA enzyme | activation, % at 10.6 µM | actives 0.3% (n = 360,000) | AID 602163 | purified bovine MsrA, absorbance read-out; in the data active = activation above about 7.5%;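 note: 0% = vehicle and 100% = reference activator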
* = called active by the depositor; · = not tested or not shown; & = joins results of further samples.

Preview:
Fields – CendR NRP1 mod | MsrA inhibitor | DNMT1 inh | Scp1 inh | E coli Lon inh | STEP block | SUMO1-SIM PPI | LMPTP block | TbMetRS inhib | bovine MsrA act
- Cc1ccccc1-c1nc(S(=O)(=O)c2ccc(Br)cc2)c(NCc2cccnc2)o1
→ -7 | 1.0 | -13 | 2 | -4 | 3 | 2 | 3.7 | 0.0 | -3
- COc1ccc(CCn2c(C)cc(C(=O)CSc3nnnn3-c3ccccc3)c2C)cc1OC
→ -3 | -0.8 | -6 | 1 | -3 | 7 | 10 | 2.6 | -0.3 | -3

The listing, repeating the preview:
Fields – CendR NRP1 mod | MsrA inhibitor | DNMT1 inh | Scp1 inh | E coli Lon inh | STEP block | SUMO1-SIM PPI | LMPTP block | TbMetRS inhib | bovine MsrA act
- Cc1ccccc1-c1nc(S(=O)(=O)c2ccc(Br)cc2)c(NCc2cccnc2)o1
→ -7 | 1.0 | -13 | 2 | -4 | 3 | 2 | 3.7 | 0.0 | -3
- COc1ccc(CCn2c(C)cc(C(=O)CSc3nnnn3-c3ccccc3)c2C)cc1OC
→ -3 | -0.8 | -6 | 1 | -3 | 7 | 10 | 2.6 | -0.3 | -3
- COC(=O)CSc1nnc([C@H](CC(C)C)NC(=O)OC(C)(C)C)o1
→ 10 | 1.7 | 1 | -3 | -6 | 0 | 4 | -1.6 | -0.5 | -6
- CCOC(=O)c1c(CN2CCOCC2)n(-c2ccccc2)c2cc(Br)c(O)cc12
→ 0 | 3.0 | -7 | -4 | -5 | -3 | 3 | -53 | -1.1 | -4
- O=C(COc1ccccc1[N+](=O)[O-])Nc1ccc2oc(=O)ccc2c1
→ 4 | 0.5 | 18 | 1 | -7 | 6 | 22 | 13 | -0.1 | -2
- CCN(CC)C(=O)Cn1cc(C(=O)C(=O)NCCc2c[nH]c3ccccc23)c2ccccc21
→ 10 | -0.5 | -1 | -4 | 1 | 5 | -1 | 1.4 | 0.0 | -4
- CCN(CC)CCCNC(=O)c1c(O)c2c([nH]c1=O)CCCC2
→ -4 | -0.1 | -1 | -8 | 7 | -2 | -2 | -0.8 | 0.1 | 0
- COc1ccc(/C=C(\NC(=O)c2ccc(Cl)cc2)C(=O)NCCCN2CCOCC2)cc1OC
→ 5 | 1.6 | 1 | -5 | 1 | 0 | 5 | 2.9 | -0.2 | -3
- c1ccc(-c2cn3c4c(sc3n2)CCCC4)cc1
→ -8&-12 | -0.6&0.5 | 10&5 | 2&1 | 6&-1 | 2&4 | 9&1 | 1.2&2.1 | -0.6&-2.8 | -13&-12
- CCC1CCCCN1CC(=O)Nc1cc(OC)c(OC)cc1C#N (centres undefined)
→ 8 | -0.8 | 0 | 0 | 6 | -1 | 5 | -1.4 | -0.8 | -3
- CCc1ccc2c(CN3CCc4ccccc43)cc(=O)oc2c1
→ -5 | 0.6 | 5 | -10 | -10 | 7 | 2 | 0.3 | 0.5 | -1
- CC(C)C(=O)N1CCC(c2nc(-c3ccc(S(=O)(=O)N4CCN(C)CC4)cc3)no2)CC1
→ 6 | -1.5 | 8 | -6 | -4 | 2 | 2 | -1.4 | -0.5 | -3
- CC(C)(O)P(=O)(O)CCc1ccccc1
→ 15 | 0.3 | 0 | -5 | -6 | -1 | 4 | -1.4 | 0.5 | -2
- CNc1c(NS(=O)(=O)c2ccc(Br)cc2)c(=O)oc2ccccc12
→ -11 | 0.5 | -1 | -5 | -3 | 1 | -3 | 0.8 | 0.3 | -4
- Cc1cc(C)c(S(=O)(=O)N2C[C@H]3CON(C)[C@H]3C[C@H]2c2ccc(N3CCCCC3)cc2)c(C)c1
→ -72 | -1.6 | 1 | · | -41 | -1 | -1 | 0.2 | -0.7 | 1
- COc1cccc(C(=O)N/N=c2\sc3ccccc3n2C)c1
→ -3 | -0.7 | 1 | -7 | -10 | -1 | -3 | -0.9 | -0.3 | -2
- O=C(NNC(=O)C1CCCN(S(=O)(=O)c2cccc(F)c2)C1)C1CC1 (centres undefined)
→ 10 | 1.2 | 4 | -1 | 2 | -2 | 3 | -0.3 | -0.4 | -1
- COc1ccc(N(C)S(=O)(=O)c2cccc(C(=O)N3CCN(c4ccccc4)CC3)c2)cc1
→ 3 | 0.8 | -11 | -3 | -3 | 1 | 2 | 0.5 | -0.2 | -1
- COc1ccc(C(=O)CN2Cc3ccccc3C2=N)cc1
→ -2 | 0.5 | 0 | -8 | -2 | 0 | 1 | -0.6 | -0.6 | -2
- CCOC(=O)c1nn(-c2ccc(F)cc2)cc1O
→ -8 | 2.4 | 1 | -7 | 1 | 4 | 3 | -2.1 | -0.4 | -3
- O=C(NCc1ccccc1F)c1cccc(S(=O)(=O)N2CCCCC2)c1
→ -2 | 0.2 | 6 | 7 | 0 | 2 | 2 | -0.4 | -0.4 | -7
- CCCNC(=O)C1(C)CCCN(Cc2ccc3c(c2)OCO3)C1 (centres undefined)
→ 12 | 1.9 | 3 | · | 10 | 1 | 3 | -0.1 | -0.1 | -2
- Cc1nnc(Nc2ccc3c(c2)OCO3)c2ccccc12
→ 14 | 1.1 | -1 | -5 | 0 | 1 | -1 | 1.2 | -0.5 | 0
- CC(C)n1cc(C(=O)N2CCCC(N3CCN(c4cccc(Cl)c4)CC3)C2)cn1 (centres undefined)
→ 8 | 0.2 | 0 | -3 | 2 | 1 | 1 | -0.6 | -0.2 | -2
- CCOC(=O)CNc1nc(Cl)nc(Nc2ccc(Cl)cc2)n1
→ 4 | 0.4 | 16 | 2 | 11 | -3 | 28 | -1.1 | -0.3 | 0
- Cc1cc2oc(=O)cc(CN3CCCCC3)c2cc1C
→ 6 | 1.2 | 3 | -7 | 3 | 0 | 0 | -1.7 | -0.6 | 0
- CC(C)CC(=O)N1CCN(C(=O)c2ccc(F)cc2)CC1
→ 8 | 0.3 | -1 | 0 | -3 | 6 | 5 | -1.1 | -0.1 | 0
- COC(=O)c1ccccc1NC(=O)CN1C(=O)CSC1=O
→ -3 | -0.9 | 2 | -2 | -7 | -1 | -4 | -0.9 | -1.9 | -10
- NC(=O)c1cc(S(=O)(=O)N2CCOCC2)cs1
→ 8 | -0.3 | 1 | 2 | 7 | 0 | 3 | -2.4 | 0.0 | -7
- COc1ccc(S(=O)(=O)NCc2cccnc2)cc1C
→ -19 | -1.0 | -7 | -5 | -5 | -1 | 2 | -0.8 | -0.5 | -4
- CCN(CC)C(=O)C1=C(C)N(Cc2ccc(C(C)(C)C)cc2)C(=O)C(CC(=O)NCc2cccc3ccccc23)C1 (centres undefined)
→ -14 | 0.9 | -6 | · | -4 | 3 | 0 | 3.6 | -1.4 | 1
- Cc1nc(S/C(=C/c2ccc(-c3cccc(Cl)c3)o2)C(=O)O)n[nH]1
→ -68 | -1.1 | -2 | 13 | -8 | -1 | 3 | 1.8 | -0.3 | 0
- Cc1onc(-c2ccccc2)c1C(=O)N1CCN(S(=O)(=O)c2ccccc2Br)CC1
→ 2 | 1.4 | -2 | -10 | 1 | -1 | 3 | -0.1 | 0.2 | -5
- CC(C)c1csc(CN2CCC(CCC(=O)NCC3CCCO3)CC2)n1 (centres undefined)
→ -4 | -0.6 | 5 | 1 | 6 | -3 | -2 | -0.1 | -0.6 | -10
- Cc1nc(SCC(=O)NC2CCCC2)c2oc3ccccc3c2n1
→ -14 | -0.3 | 2 | · | 7 | 2 | -142 | -1.7 | -0.2 | -3
- CC(c1ccon1)N(C)Cc1cn[nH]c1-c1ccc(-c2ccccc2)cc1 (centres undefined)
→ 19 | 1.4 | -7 | -1 | -11 | -2 | 1 | 0.3 | -0.5 | -7
- O=C(O)c1ccc(S(=O)(=O)NC2CCCCC2)cc1
→ 0 | 0.5 | -3 | 3 | -10 | -1 | -1 | -2.3 | -0.5 | -4
- CCOC(=O)/C=C/C(=O)OCC(=O)Nc1ccc(Cl)cc1Cl
→ -7 | -1.4 | 1 | -7 | 8 | 2 | 1 | -2.2 | -0.5 | -2
- COc1cc(-c2nnc3sc(C4CCCCC4)nn23)cc(OC)c1OC
→ -1 | · | -3 | 14 | 10 | 3 | 4 | 1.7 | -2.1 | -5
- O=C(NCCCN1CCCC1=O)c1sc2ccccc2c1Cl
→ -1 | -0.8 | 1 | 1 | -14 | 0 | -2 | -0.1 | -0.3 | -1
- COc1cccc2cc(C(C)=O)oc12
→ -5 | -0.7 | -1 | -6 | -8 | -2 | -6 | 0.6 | -0.2 | -5
- CC(C)N1CCC1(C)C(=O)Nc1cccc(C#N)c1 (centres undefined)
→ 7 | -0.1 | 2 | · | -12 | -2 | 12 | -1.4 | -0.1 | -2
- Cc1csc(=O)n1CC(=O)Nc1ccc(S(C)(=O)=O)cc1
→ -5 | -1.1 | -1 | -10 | -2 | -2 | -5 | 0.1 | -0.1 | 5
- CNCc1cc2ccc(C)cc2[nH]c1=O
→ 2 | 1.2 | -1 | -10 | -9 | 0 | -6 | -0.3 | 0.0 | 1
- CCOc1ccc(CCNC(=O)COC(=O)c2ccc3c(c2)OCCO3)cc1OCC
→ 3 | -1.2 | -1 | 1 | -8 | 0 | 4 | 0.6 | -0.3 | -7
- c1cc(C(c2nnnn2C2CCCCC2)N2CCN3CCCC3C2)ccn1 (centres undefined)
→ 17 | 3.2 | 0 | -3 | 7 | 0 | -11 | 0.1 | -0.6 | -1
- CCCCn1c(SCC(=O)c2cc(OC)ccc2OC)nc2cc(S(N)(=O)=O)ccc21
→ 0 | 0.7 | 1 | -2 | 3 | -2 | -1 | 0.3 | -0.1 | 0
- Cc1ccc(-c2nc(NCc3ccco3)n(S(C)(=O)=O)n2)cc1
→ 3 | 1.4 | 0 | -7 | -2 | -1 | 1 | -0.4 | -0.3 | 4
- COc1ccc(C(=O)C2CCCN(C(=O)c3n[nH]c4c3CCCC4)C2)cc1OC (centres undefined)
→ -4 | -0.9 | -1 | -6 | -5 | 0 | 1 | -0.4 | -1.1 | 0
- COc1cccc(C=NCCCN=Cc2cccc(OC)c2O)c1O
→ 1 | 0.7 | -2 | -10 | -6 | -2 | -3 | -9.0 | -0.6 | 2
- Cc1ccc(S(=O)(=O)N2[C@H](CC(=O)OCc3ccccc3)OC[C@@H]2C)cc1
→ 5 | -0.6 | · | · | · | · | 3 | 0.9 | -0.7 | ·
- CC(C)(C)N(Cc1ccccc1)C(=O)c1ccncc1
→ 5 | 0.6 | 83* | 8 | 0 | -4 | 8 | -0.6 | -0.3 | -3
- COc1ccc(NC(=O)c2ccc3c(c2)C(=O)N(Cc2cccnc2)C3=O)c(OC)c1
→ -18 | -0.1 | 1 | 5 | 2 | 6 | -21 | 11 | -0.7 | -2
- CC1CCCCC12NC(=O)N(CC(=O)Nc1ccc(S(=O)(=O)N3CCOCC3)cc1)C2=O (centres undefined)
→ 0 | 1.4 | 0 | 3 | -5 | 0 | -2 | -0.7 | -1.1 | -11
